HIV RNase H inh = HIV-1 RT RNase H inhibitors, primary screen, biochemical, fluorescence; actives 1.9% (n = 65,000); inhibition, % at 10 µM; RT-RNase H RNA/DNA duplex cleavage; in the data active means inhibition above about 50%
RmlC RmlD mix = RmlC and RmlD coupled enzyme inhibitors, primary screen, biochemical, 384-well, compound mixtures, retest; RmlC/RmlD coupled enzyme inhibition, 384-well mixture HTS; inhibition, % at 5.5 µM; actives 0.39% (n = 110,000); AID 1532, 2009; in the data active means inhibition above about 30%, passing the limit was not always enough; inconclusive means no clear call, values can overlap the other calls; further: strong numbers were not always called active
Numbers without * were called inactive; ? = inconclusive; . = no result given. Not all compounds are listed. The share of hits here may be higher or lower than overall.

SMILES	HIV RNase H inh	RmlC RmlD mix
CC(C)(C)C(=O)Nc1cccc(C(=O)c2cccc(NC(=O)C(C)(C)C)c2)c1	.	-16
Cc1cc(C)cc(N2C(=O)CC(N3CCOCC3)C2=O)c1 (configuration not stated)	-3	-7
CC(=O)Nc1ccc(S(=O)(=O)NNC(=O)c2cccc3ccccc23)cc1	.	0
COc1ccc(CC(=O)Nc2ccc(-c3noc(-c4ccccc4OC)n3)cc2)cc1	.	-8
CCO/N=C(\C)c1c(O)c(CC)c(-c2ccccc2)n(-c2ccccc2)c1=O	.	-6
Cn1c(NC(=O)c2ccco2)c(-c2ccccc2)c(=O)c2ccccc21	-10	-7
CCOC(=O)c1c(-c2ccccc2)csc1NC(=O)c1nn(CC)cc1Br	67*	131
CCCCCCCCc1nc(=S)[nH][nH]1	.	-9
O=C(O)C1CCCCC1C(=O)NCCCN1CCOCC1 (configuration not stated)	-22	2
COC(=O)CNc1nc(-c2ccccc2F)nc2ccccc12	-19	-2
CCNc1ccc(Br)cc(C(=O)/C=C/c2c(Cl)cccc2Cl)c1=O	.	-6
O=S(=O)(c1ccc2c(c1)OCCO2)N1CCN(Cc2ccc3c(c2)OCO3)CC1	-20	7
COc1ccc(OC)c(-n2c(SCC(N)=O)nnc2-c2c[nH]c3ccccc23)c1	-10	-5
CN(C)CCSc1nnc(-c2ccccc2)o1	-18	-7
O=C(O)/C=C/c1cnc[nH]1	.	3
Cc1cccnc1Nc1nc(-c2ccc(O)cc2O)cs1	-9	-40
Cc1ccc(C(=O)c2sc3nsc(C)c3c2N)cc1	.	-7
O=C(CSc1nnc(-c2ccncc2)n1Cc1ccco1)Nc1nccs1	.	-3
Cc1ccc(C(=O)NCCSc2c(C)[nH]c3ccccc23)cc1[N+](=O)[O-]	.	-6
CSc1ccccc1NC(=O)c1cnccn1	-7	2
Cc1ccc(S(=O)(=O)O/N=C2/CCCc3occc32)cc1	.	3
CCn1ncc(Br)c1C(=O)Nc1cc(C(=O)OC)ccc1C(=O)OC	-21	-4
Nn1c(Nc2ccccc2)nc2sc3c(c2c1=O)CCC3	-16	5
O=C(NC(Cc1c[nH]c2ccccc12)c1nnc2n1CCCCC2)c1ccc(Cl)cc1 (configuration not stated)	.	11
CN(C(=O)c1ccc(-c2nn(C)c(=O)c3ccccc23)cc1)c1ccccc1	.	1
SMILES	HIV RNase H inh	RmlC RmlD mix
N#Cc1nc(Cc2cccc3ccccc23)oc1N1CCOCC1	-40	0
O=C(CSc1nnc(-c2ccc(OC(F)F)cc2)o1)N1CCOCC1	-4	4
CCOC(=O)c1[nH]c2ccccc2c1NC(=O)Nc1ccc(OC)cc1	.	4
Cc1cc(C(=O)CSc2nnc(-c3ccncc3)n2-c2ccccc2)c(C)n1C	6	-9
CCOc1ccc(NC(=O)C(C)Oc2ccccc2C(=O)Nc2ccc(C)c(Cl)c2)cc1 (configuration not stated)	.	-11
COC(=O)c1ccccc1OCC(=O)N1CCN(c2ccc(Cl)cc2)CC1	.	-5
CCOc1ccc(-c2cc3nc(C4CCN(C(=O)OC(C)(C)C)CC4)c(C(=O)O)cn3n2)cc1	-6	21
OC(c1ccc(F)cc1)(c1ccc(F)cc1)[C@@H]1CCCN1	.	10
CCCOC(=O)c1ccc(NC(=O)COC)cc1	.	-10
O=C(NCCc1ccccc1F)C1CCCN1S(=O)(=O)c1ccc2ccccc2c1 (configuration not stated)	.	-5
COC(=O)C1=C(C)Nc2nnnn2C1c1cccnc1 (configuration not stated)	.	-10
Cc1cc(C)cc(SCc2noc(C(=O)NCCCN3CCOCC3)c2C(=O)NCCCN2CCOCC2)c1	.	-2
O=C(NCCCNCc1ccccc1)/C(=N\O)c1ccccc1	-1	3
CCOC(=O)c1ccccc1N/C=C/C(=O)c1ccccc1	.	18
CC(C)OC(=O)C1=C2SCC(=O)N2C(N)=C(C#N)C1	.	-5
COc1ccc2oc(=O)c(C(=O)N3CCCc4ccccc43)cc2c1	-5	4
O=C(NCCCn1ccnc1)C(Cc1ccccc1)N1C(=O)c2ccccc2C1=O (configuration not stated)	55*	-1
COC(=O)C(CCCCN1C(=O)C2C3C=CC(C3)C2C1=O)N1C(=O)C2C3C=CC(C3)C2C1=O (configuration not stated)	-6	-4
COC(=O)c1cc2c(=O)n3ccccc3nc2n(C)c1=N	-6	.
Clc1cccc(Cl)c1Cn1nnc(-c2cccs2)n1	-58	-6
N#CCSc1nnc(COc2ccccc2)n1-c1ccccc1	.	2
c1ccc(-n2c(SCc3ccncc3)nnc2-c2ccco2)cc1	-38	9
CN(C)c1nc2n(c(=O)n1)CCS2	.	-13
O=c1[nH]c(=O)n(Cc2ccccc2)c2c1C(C(F)(F)F)(C(F)(F)F)N=C(c1ccco1)N2	.	11
Cc1ccccc1OCc1nnc(SCC(=O)Nc2ccc(N3CCOCC3)c(Cl)c2)n1C	.	-12

Structural class: those above containing an aryl thioether with sulfur outside any ring (eleven)
SMILES	HIV RNase H inh	RmlC RmlD mix
COc1ccc(OC)c(-n2c(SCC(N)=O)nnc2-c2c[nH]c3ccccc23)c1	-10	-5
CN(C)CCSc1nnc(-c2ccccc2)o1	-18	-7
O=C(CSc1nnc(-c2ccncc2)n1Cc1ccco1)Nc1nccs1	.	-3
Cc1ccc(C(=O)NCCSc2c(C)[nH]c3ccccc23)cc1[N+](=O)[O-]	.	-6
CSc1ccccc1NC(=O)c1cnccn1	-7	2
O=C(CSc1nnc(-c2ccc(OC(F)F)cc2)o1)N1CCOCC1	-4	4
Cc1cc(C(=O)CSc2nnc(-c3ccncc3)n2-c2ccccc2)c(C)n1C	6	-9
Cc1cc(C)cc(SCc2noc(C(=O)NCCCN3CCOCC3)c2C(=O)NCCCN2CCOCC2)c1	.	-2
N#CCSc1nnc(COc2ccccc2)n1-c1ccccc1	.	2
c1ccc(-n2c(SCc3ccncc3)nnc2-c2ccco2)cc1	-38	9
Cc1ccccc1OCc1nnc(SCC(=O)Nc2ccc(N3CCOCC3)c(Cl)c2)n1C	.	-12

Later entries
SMILES	HIV RNase H inh	RmlC RmlD mix
CCOC(=O)N1CCC(NC(=O)c2cccc3c2C(=O)N(Cc2cccnc2)C3)CC1	1	-6
CC1(C)CC(=O)N(CC(=O)N2CCN(c3ncccn3)CC2)c2ccccc2S1(=O)=O	4	10
Cc1cccc(C)c1OCc1nnc(SCC(=O)NCc2ccccc2)o1	-20	10
O=c1oc2c3c4c(cc2c2c1CCC2)OCCN4CCC3	-39	17
COc1ccc(CN2CCN(C(=O)C3CC(=O)N(C4CCCCCC4)C3)CC2)c(OC)c1OC (configuration not stated)	-4	.
CC1CCc2sc3nc(NCc4ccco4)n4ncnc4c3c2C1 (configuration not stated)	-34	-5
CN(C)P(=NC(=S)c1cccn1C)(N(C)C)N(C)C	6	10
CCN1CCN(C(=S)c2ccc(Cl)cc2)CC1	.	6
COC(=O)Cn1c(C(F)(F)F)nc2ccccc21	.	0
N#Cc1ccc(CSc2nnc(Nc3ccccc3)s2)cc1	10	-6
COc1ccc(-c2nc3nc(C)cc(=O)n3[nH]2)cc1	.	5
O=C1NC(=S)NC(=O)C1C/C=C/c1ccccc1	.	3
Cc1ccc2oc3nc(C)c(C(=O)Nc4cccc(C(F)(F)F)c4)cc3c(=O)c2c1	.	-7
Cc1nn(C)cc1CNC(=O)Nc1cccc(Cl)c1	.	-7
CC(=O)c1ccc(-c2ccc([C@H]3[C@@H]4C=CCC[C@@]4(C)C(=O)N3Cc3ccccc3)c(F)c2)cc1	.	-7
CCCC(=NCc1ccccc1)C1=C(O)C(C(=O)OC)C(C)(C)CC1=O (configuration not stated)	.	-5
CCC(=O)N1c2ccc(S(=O)(=O)N(CCO)Cc3ccccc3)cc2CC1C (configuration not stated)	-16	-6
O=C(CSc1nc2ccccc2c(=O)n1NC(=O)c1ccccc1)c1ccccc1	.	6
CC1CCN(S(=O)(=O)c2ccc(NC(=S)NC(=O)c3ccc(Cl)cc3)cc2)CC1	.	3
COc1cccc(NC(=O)C(=O)N/N=C/c2cc(C)n(-c3ccc(Cl)c(Cl)c3)c2C)c1	.	-39
C#CCNc1c(C)c(C)nc2ncnn12	-1	3
COc1ccc(C(c2sc3nc(C)nn3c2O)N2CC(C)OC(C)C2)cc1OC (configuration not stated)	0	-8
CC(C)=CC(=O)OCC(=O)Nc1ncc(Cl)c(C)c1Cl	.	5
CC1(C)C(=O)Nc2ccccc2N1C(=O)COc1ccc(S(=O)(=O)N2CCOCC2)cc1Cl	8	-4
CC(C)(C)N(NC(=O)Nc1ccccc1)C(=O)c1ccccc1Cl	.	-8
SMILES	HIV RNase H inh	RmlC RmlD mix
O=C(CSCc1ccccc1Cl)NNC(=S)Nc1ccccc1	.	-19
CC(=O)c1ccc2c(c1)OCO2	.	-10
CS(=O)(=O)N1CCN(c2ccccc2NC(=O)c2cccnc2Cl)CC1	.	1
COc1ccc(Nc2ccccc2)c(C)c1	-11	9
Clc1ccc(-c2nc3ncccn3c2Nc2ccc3c(c2)OCCO3)cc1	.	-6
CC(C)=CCC12Oc3cc(O)ccc3C1(O)Oc1cc(O)c([C@H]3C=C(C)CC(c4ccc(O)cc4O)[C@H]3C(=O)c3ccc(O)cc3O)c(O)c1C2=O (some centres not stated)	.	-9
COc1cc(OC)c(C(=O)/C=C/c2ccccc2)c(O)c1O	.	-14
CC(C)c1nnc(NC(=O)C2CCCCC2)s1	-2	8
COC(=O)c1ccc2c(=O)n(CCN3CCOCC3)c(SCC(=O)c3ccccc3)nc2c1	15	.
C=CCNC(=O)c1cc2nc(C3CC3)cc(C(F)F)n2n1	.	9
CCCCNc1c2c3c(cccc3n(C)c1=O)C(=O)c1ccccc1-2	.	27
Cc1ccc(Oc2coc3cc(OC(=O)c4cccs4)ccc3c2=O)cc1	.	?
COc1cccc(C(=O)CN2C(=O)C(C)(C)Oc3ccc(C(=O)N4CCCCCC4)cc32)c1	2	-16
Clc1ccccc1OCc1nc(-c2ccccn2)no1	-22	.
O=C(Cc1ccccc1)NC(NCCc1ccccc1)C(Cl)(Cl)Cl (configuration not stated)	.	-11
CCOc1cc(C(=O)CCC(=O)OCC(=O)N2c3ccccc3NC(=O)C2(C)C)ccc1O	.	-40
Cc1cccc(OCc2nnc(SCC(=O)N3c4ccccc4CC3C)n2C)c1C (configuration not stated)	.	12
Cc1cc(N2CCOCC2)nc2ccc(NC(=O)CCC(=O)N3CCCC(C)C3)cc12 (configuration not stated)	0	16
CCc1cccc(CC)c1NC(=O)CN1CCN(c2ccccc2)CC1	5	-12
Cc1cc[n+](CCC(=O)O)c2ccccc12	.	-9
CC1CCN(C2=NC(=O)/C(=C/c3cn(-c4ccccc4)nc3-c3cccc(S(=O)(=O)N(C)C)c3)S2)CC1	.	-8
CCC(c1nnc(SCC(=O)N2CC(=O)Nc3ccccc32)n1Cc1ccccc1)N(C)C (configuration not stated)	0	9
COc1ccc(-c2nc(=S)[nH][nH]2)cc1	8	9
C[C@@H](C(=O)N1CCNCC1)n1cc(CCC(=O)O)nn1	.	-11
O=C(CC1=NC2(CCCC2)Cc2ccccc21)N1CCOCC1	-13	-4
SMILES	HIV RNase H inh	RmlC RmlD mix
CCCCNC(=O)Nc1nnc(-c2ccc(Cl)cc2)o1	.	-15
CCNC(=O)Nn1c(C)nnc1C	-12	6
COCCn1c(SCC(=O)N2CCCCC2)nc2cccnc21	-1	.
CCOc1ccc(OCC)c(NC(=O)CCn2c(=O)oc3ccccc32)c1	-2	-14
CCN1CCc2nc(NC(=O)CC(c3ccccc3)c3ccccc3)sc2C1	.	6
COCCN1C(=O)N[C@@H](CCc2ccccc2)C(C(C)=O)=C1C	.	-4
Cc1ccc(CCNC(=O)Cn2cccc2)cc1	-3	-10
CC(C)COC(=O)C1[C@H]2C(=O)N(Cc3cccs3)C[C@]23C=C[C@H]1O3 (some centres not stated)	-5	-14
Cc1csc(NC(=O)C2COc3ccccc3O2)n1 (configuration not stated)	.	-10
N#Cc1cc2c(nc1SCc1ccc(Cl)cc1)CCCC2	.	-8
O=C(NN1C(=O)C2C3C=CC(C4CC34)C2C1=O)c1ccc(Cl)cc1Cl (configuration not stated)	.	-15
O=C(CCC(=O)c1cccs1)NC(c1ccccc1)c1ccccc1	.	1
CCOCCC(=O)Nc1cc(Cl)ccc1OC	.	-195
CN1CCN(Cc2nc3c(c(=O)[nH]c(=O)n3C)n2CCc2ccccc2)CC1	-2	9
CC(C)CNC(=O)NC(=O)CSc1nc2ccccc2n1CC(C)C	.	-14
C=CC(O)Cc1c(C)n[nH]c1C (configuration not stated)	-2	-12
O=C(CSc1ccccc1)NCCCN1CCOCC1	-7	3
CCOC(=O)N1CCN(C(=S)NCCOC)CC1	.	-1
COCCn1c(=O)[nH]c2cc(C(=O)NCc3cccnc3)ccc2c1=O	-8	16
CCn1cc(S(=O)(=O)CC(=O)Nc2cc(C)on2)c2ccccc21	3	-8
Cc1ccc(CSc2nnc(-c3ccccc3N)c(=O)[nH]2)cc1	.	-1
c1cc2c(cc1CN1CCOCC1)OCO2	.	6
Cn1c(CCNC(=O)c2ccccc2)nc2cc(NC(=O)c3ccco3)ccc21	-13	7
Cc1ccc(NC(=O)CSC(N)=O)cc1Cl	-3	-2
Cc1nc(C)c(C(=O)Nc2ccccc2-c2ccccc2)o1	1	5
SMILES	HIV RNase H inh	RmlC RmlD mix
COc1ccc(OC)c(-c2nnc(-c3ccc(C)o3)o2)c1	0	34
O=C(Cn1c(=O)oc2cc(S(=O)(=O)N3CCCC3)ccc21)NCc1ccccn1	-3	-40
Cc1ccc2cc(CCNC(=O)CC(C)(C)C)c(=O)[nH]c2c1C	-13	-10
CCOc1ccc(C(CCc2ccccc2)NC(=O)c2ccccc2)cc1OCC (configuration not stated)	.	5
Cc1ccc(NC(=O)c2ccc(CSc3nnc(-c4ccncc4)n3C)cc2)cc1	.	6
CCCCC(=O)Nc1ccnc(-c2cccnc2)n1	.	9
COc1cccc(-n2c(Cc3cc(=O)[nH]c(=O)[nH]3)nnc2SCC(=O)NC2CCCCC2)c1	1	-4
CCOC(=O)CSc1nnc(-c2ccco2)n1-c1ccccc1	-8	10
O=C(CSc1nnc(-c2ccc(Br)o2)n1Cc1ccccc1)c1ccccc1F	14	12
Cc1nc(C(=O)NCCC(C)C)sc1C1(C)CC(c2cccc([N+](=O)[O-])c2)=NO1 (configuration not stated)	.	-7

High-throughput results (PubChem)
